USP1-UAF1 inh: Inhibitors of USP1/UAF1: Primary Screen | Ubiquitin carboxyl-terminal hydrolase 1 (Homo sapiens), O94782 | recombinant USP1/UAF1, Ub-Rhodamine cleavage fluorescence | Potency, µM (series often up to 57.1 µM), for inactives: top-dose activity change, negative = inhibition, most hits filed as inhibitors | 0.23% of 390,000 active; further: potency means the concentration at half of the fitted maximal effect; on the % scale 0 is the no-effect control and ±100 the full control effect; nearly all actives have a fitted effect of over 60% in size; inactives centre near -12
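In this screen, compounds sit with the deubiquitinase complex (1nM) for 15 min at room temperature before Ub-Rho is added at 150nM final. Fluorescence rise is then followed for 6 reads every 60 seconds.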
rTrxR1 inhibitor: qHTS Assay for Inhibitors of Mammalian Selenoprotein Thioredoxin Reductase 1 (TrxR1): qHTS | recombinant rTrxR1, NADPH fluorescence consumption, selenite substrate | Potency, µM (titrated, usually from 114 µM), without a hit: at the top dose activity change, negative = inhibition, actives largely listed as inhibitors | 1% of 390,000 active | AID 588453, 2011; further: potency means the concentration at half of the fitted maximal effect; on the % scale 0 is the no-effect control and ±100 the full control effect; nearly all actives have a fitted effect of over 65% in size
Target sequence (O89049 whole entry, looked up): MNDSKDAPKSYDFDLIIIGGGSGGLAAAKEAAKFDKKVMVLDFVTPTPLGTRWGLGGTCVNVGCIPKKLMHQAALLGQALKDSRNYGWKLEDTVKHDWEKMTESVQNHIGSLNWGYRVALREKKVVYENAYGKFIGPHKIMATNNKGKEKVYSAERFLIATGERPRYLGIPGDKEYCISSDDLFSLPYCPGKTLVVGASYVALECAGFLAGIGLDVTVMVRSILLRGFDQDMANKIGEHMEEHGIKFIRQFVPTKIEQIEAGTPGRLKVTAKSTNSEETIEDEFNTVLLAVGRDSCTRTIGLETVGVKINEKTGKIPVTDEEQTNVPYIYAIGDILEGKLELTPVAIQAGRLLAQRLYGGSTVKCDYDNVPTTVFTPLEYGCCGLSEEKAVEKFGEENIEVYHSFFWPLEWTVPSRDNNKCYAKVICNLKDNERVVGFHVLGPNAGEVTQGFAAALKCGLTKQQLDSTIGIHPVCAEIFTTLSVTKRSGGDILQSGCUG
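Rat TrxR1 (90 nM in the dispensed reagent) was pre-reduced with 400 uM NADPH for 5 min at room temperature, then incubated with compound for 15 min. After 400 uM selenite was added, NADPH fluorescence (Ex 340/Em 450 nm) was followed for 8 min.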
D2 agonist: HTS Assay for Allosteric Agonists of the Human D2 Dopamine Receptor: Primary Screen for Agonists; activation, % at 2 µM; D(2) dopamine receptor (Homo sapiens), P14416; AID 485358, 2010; 0.53% of 340,000 active; HEK293 T-REx D2 cells, calcium flux agonist mode;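 active means activation over 3 SD above normal in the single-dose calcium agonist read, cut at about 30% in these data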; further: 0% is about no effect
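Tetracycline-induced HEK293 Trex cells with D2 receptor force-coupled to calcium signaling, plated overnight at 30 C and loaded with no-wash calcium dye. Calcium flux read kinetically for 180 s after compound addition; responses flag agonists.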
TRHR agonist: qHTS for Small Molecule Agonists and Allosteric Enhancers of Human TRH Receptor: Primary Screen for Agonists | activation, % at 2 µM | TRHR cells, calcium flux fluo-8, FDSS agonist mode | 0.18% of 360,000 active; in the data active means activation above about 30%; further: 0% is about no effect
Target sequence (P34981 whole entry, looked up): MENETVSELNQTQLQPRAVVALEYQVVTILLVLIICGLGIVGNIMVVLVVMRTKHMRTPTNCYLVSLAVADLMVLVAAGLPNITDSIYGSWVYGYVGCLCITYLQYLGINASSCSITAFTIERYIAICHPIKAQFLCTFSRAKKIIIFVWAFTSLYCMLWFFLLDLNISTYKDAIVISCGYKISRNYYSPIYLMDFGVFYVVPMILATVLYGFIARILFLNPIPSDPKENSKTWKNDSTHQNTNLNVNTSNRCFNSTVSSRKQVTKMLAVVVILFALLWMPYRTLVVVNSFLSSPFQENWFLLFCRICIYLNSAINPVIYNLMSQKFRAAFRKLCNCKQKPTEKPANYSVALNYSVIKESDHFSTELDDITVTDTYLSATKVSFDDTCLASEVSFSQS
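Steps: seed TRHR cells overnight; add fluo-8 no-wash Ca dye, RT 30 min–1.5 h; record 10 s baseline; pin-transfer compounds; monitor fluorescence 1 cycle/s for the agonist window. Calcium increases flag candidate agonists.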
Pin1 inh: qHTS Assay to Find Inhibitors of Pin1 | Peptidyl-prolyl cis-trans isomerase NIMA-interacting 1 (Homo sapiens), Q13526 | Pin1 FP peptide displacement, HiFluor488, 10 min | Potency, µM (titrated, usually from 115 µM), for inactives: at the highest dose activity, negative = inhibition, most hits filed as inhibitors | 0.009% of 390,000 active | AID 504891, 2011; active means well fitted inhibition curve with a large enough effect in the polarisation, with a control signal flat, not every such curve was filed as active; inconclusive means small, poorly fitted or top-dose-only effect, or effect the other way, or a change in a side signal; inactive means no such curve, though single readings can be large or run the other way; the % refers to the polarisation; further: potency means the concentration at half of the fitted maximal effect; on the % scale 0 is the no-effect control and ±100 the full control effect
Target sequence (Q13526 whole entry, looked up): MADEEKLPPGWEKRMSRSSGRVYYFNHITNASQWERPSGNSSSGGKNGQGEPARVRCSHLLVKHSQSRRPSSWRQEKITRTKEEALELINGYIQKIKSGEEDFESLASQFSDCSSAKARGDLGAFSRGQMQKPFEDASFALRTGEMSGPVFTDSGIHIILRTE
D2 antag: HTS Assay for Allosteric Antagonists of the Human D2 Dopamine Receptor: Primary Screen for Antagonists; D(2) dopamine receptor (Homo sapiens), P14416; HEK293 TREx D2 cells, calcium flux, dopamine EC80; inhibition, % at 10 µM; 2% of 340,000 active; AID 485344, 2010; in the data active means inhibition above about 30%; further: 0% is about no effect
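Tetracycline-induced HEK293 TREx cells expressing D2 receptor forced-coupled to calcium signalling, loaded with no-wash calcium dye. Compounds added and calcium flux read 180 s, then dopamine added at EC80 and read a further 180 s.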
TRHR enhancer: qHTS for Small Molecule Agonists and Allosteric Enhancers of Human TRH Receptor: Primary Screen for Enhancers | TRHR cells, fluo-8 calcium fluorescence, EC20 TRH enhancement | enhancement, % at 2 µM | 0.66% of 360,000 active | AID 493056, 2011; in the data active means enhancement above about 30%; further: 0% is about no effect
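Enhancer read-out: after compound pinning and an initial kinetic agonist-mode read, an EC20 of TRH (10 nM final) was injected and fluo-8 calcium signal (Ex 480/Em 530) followed at 1 s/cycle for 100 cycles in TRHR-expressing cells.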
TrxR1 substrate: qHTS Assay for Substrates of Mammalian Selenoprotein Thioredoxin Reductase 1 (TrxR1): qHTS. 0.01% of 390,000 active. Thioredoxin reductase 1, cytoplasmic (Rattus norvegicus), O89049. AID 588456, 2011. Potency, µM (titrated, usually from 114 µM), inactives show top-dose activity change, negative = substrate turnover. purified TrxR1 substrate turnover, NADPH consumption readout; further: potency means the concentration at half of the fitted maximal effect; on the % scale 0 is the no-effect control and ±100 the full control effect; nearly all actives have a fitted effect of over 50% in size
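Rat TrxR1, dispensed at 90 nM, was prereduced with 400 uM NADPH (final) for 5 min at ~22 deg C, then incubated with compound 15 min before 400 uM selenite. A first-read NADPH fluorescence drop versus no-compound background flagged substrates.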
IDH1 R132H inh: qHTS for Inhibitors of mutant isocitrate dehydrogenase 1 (IDH1): qHTS | Isocitrate dehydrogenase [NADP] cytoplasmic (Homo sapiens), O75874 | IDH1-R132H enzyme, NADPH consumption, diaphorase/resazurin fluorescence | Potency, µM (highest dose often 76.6 µM), inactives show at the highest dose activity change, negative = inhibition, usual class: inhibitors | 0.093% of 390,000 active; further: potency means the concentration at half of the fitted maximal effect; on the % scale 0 is the no-effect control and ±100 the full control effect; nearly all actives have a fitted effect of over 65% in size
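IDH1-R132H (0.5 ug/mL) preincubated 30 min with compound, then NADPH (0.016 mM) and alpha-KG (2 mM) added; 80 min at RT, pH 7.5. Remaining NADPH coupled via diaphorase/resazurin to fluorescence (540/590 nm); concentration-response curves normalized to no-enzyme control.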
The depositor's hits bear a star; u = inconclusive; x = no result given; [ ] = another dose, or the depositor's remark. Unless noted, the call rests on the fitted dose curve; in most records, active means well fitted inhibition curve with a large enough effect; inconclusive means small, poorly fitted or top-dose-only effect; inactive means no such curve, though single readings can be large or run the other way. These rows are one share of the data (hit frequency here may not be typical).

SMILES	USP1-UAF1 inh	rTrxR1 inhibitor	D2 agonist	TRHR agonist	Pin1 inh	D2 antag	TRHR enhancer	TrxR1 substrate	IDH1 R132H inh
CCN(CC)c1ccc(C2NCC(c3ccc([N+](=O)[O-])cc3)O2)cc1 (stereo not given)	u	-3%	0.2	-0.2	11%	5	1	-3%	0%
O=C(COC(=O)c1ccc2c(c1)OCO2)NC1CCCCC1	-17%	-10%	x	x	-5%	x	x	-4%	5%
Cc1cc(C(C)(C)C)nc2[nH]n(-c3ccccc3)c(=O)c12	-7%	0%	0.7	-0.4	-1%	7	-6	-4%	2%
Cc1ccc(N2C(=O)CC(Sc3ccccc3C(=O)O)C2=O)c([N+](=O)[O-])c1 (stereo not given)	-24%	79µM*	-0.4	-0.3	-19%	1	-1	-3%	0%
COc1ccc(/C=N/NC(=O)Cn2cnc3c2c(=O)n(C)c(=O)n3C)c(OC)c1OC	0%	12%[57.1 µM]	0.4	0.1	-2%	-7	-9	-3%[57.1 µM]	3%
COC1CCCN(C(=O)c2ccc(OC3CCN(S(=O)(=O)N(C)C)CC3)cc2)C1 (stereo not given)	5%	-14%	-1.0	0.0	2%	-16	3	-13%	-3%
O=C(CSc1n[nH]c(-c2ccccc2F)n1)NCC(=O)Nc1ccc(F)c(F)c1F	-13%	-8%	1.8	-0.5	0%	1	19	-12%	-9%
COc1cc(/C=C/C(=O)OCC(=O)NCC(=O)Nc2cccc(C)c2C)ccc1OC(F)F	-19%	17%	0.2	0.0	7%	21	1	10%	0%
CCCC(c1nnnn1CS(=O)(=O)c1ccc(C)cc1)N1CCN(C2CCCC2)CC1 (stereo not given)	-6%	2%[57.1 µM]	-0.6	0.3	u	-41	0	-3%[57.1 µM]	1%
COc1ccc(C2CC(=O)C3=C(C2)Nc2ccccc2N(C(=O)CCC(=O)O)C3c2ccc(F)cc2)cc1OC (stereo not given)	3%	0%	-0.1	-0.7	-9%	-4	11	-3%	27%
CCOC(=O)c1csc(NC(=O)C2CCCCC2)n1	-11%	7%	0.9	0.0	-1%	-3	1	-3%	13%
O=C(Cn1c(CO)nc2ccccc21)NCCc1ccc(F)cc1	-7%	14%	-0.2	-1.3	-1%	-26	-4	3%	27%
Cc1nn(-c2ccccc2)c2c1C(c1c(C)[nH]c(C#N)c1C)C(C#N)=C(N)O2 (stereo not given)	-11%	-22%	12	0.2	0%	2	4	-1%	-5%
O=C(NCc1cccc(Cl)c1)c1cccc(OC2CCN(C(=O)C3CC3)CC2)c1	-7%	-5%	0.2	-1.6	0%	-22	9	-7%	2%
O=C(Cn1nnc(-c2ccccc2)n1)N/N=C/c1ccco1	-18%	5%	4.1	-0.1	1%	-1	1	0%	4%
O=C(Cc1ccc(Cl)c(Cl)c1)Nc1cccnc1	-8%	7%	-1.3	0.3	-9%	-3	-2	-3%	7%
O=C(Nc1cnn(Cc2ccccc2)c1)NC12CC3CC(CC(C3)C1)C2	-5%	-15%	0.5	3.1	2%	21	-4	-4%[57.1 µM]	7%
CCOC(=O)c1c(C)oc2ccc(OC(=O)N3CCOCC3)cc12	-6%	10%	-0.1	-0.6	4%	-1	-10	-7%	0%
Cc1nnc(N2CCN(Cc3ccccc3)CC2)[nH]c1=O	-22%	23%	-0.2	0.2	4%	11	1	24%[57.1 µM]	7%
COc1ccccc1C(=O)Nc1ccc(-c2nc3ccccc3s2)c(C)c1	-12%	-12%[57.1 µM]	0.4	0.5	-7%	x	2	11%[57.1 µM]	-1%
O=C(NC(=S)Nc1ccc(S(=O)(=O)Nc2nccs2)cc1)C1CC1	-8%	-8%	1.1	0.6	1%	-10	3	-3%	4%
CC1CN(C(=O)Nc2ccc(F)cc2)C2(CCCCCC2)O1 (stereo not given)	-16%	16%	0.8	0.0	0%	6	5	-1%	0%
Cc1nnsc1C(=O)NCc1c(F)cccc1Cl	-14%	-5%	1.2	-0.4	0%	-33	2	-9%	-4%
CCc1cccc(NC(=O)c2ccc(Cn3c(=O)[nH]c4ccsc4c3=O)cc2)c1	-15%	13%[57.1 µM]	-0.1	-0.5	152%[activator]	-16	2	10%[57.1 µM]	3%
COc1ccc2nc(NC(=O)c3ccccc3O)sc2c1	-6%	3%	1.5	1.5	4%	0	-3	15%	4%
Cc1c(C(C)C)c(=O)n(-c2ccc(S(=O)(=O)NC3CCCCC3)cc2)n1C	-11%	14%[57.1 µM]	-0.2	-0.1	-3%	-12	-20	1%[57.1 µM]	-11%
O=C(/C=C/Nc1ccccc1F)c1ccc(Br)cc1	-1%	-7%	-0.2	0.4	0%	-12	11	-9%	-1%
NC(=O)C1CCN(C2OC(=O)c3ccccc32)CC1 (stereo not given)	-13%	-5%	0.7	0.5	-8%	2	-4	-2%	13%
C=CCSc1nnc(CC(OC)OC)n1-c1ccccc1	-19%	16%	-1.3	-0.8	-1%	-19	6	4%	-1%
N#Cc1c(-c2ccccc2)nc(SCC(=O)Nc2ccccc2F)[nH]c1=O	-13%	8%	2.7	0.4	49%[activator]	2	2	3%	-4%
O=C1CC(N2CCC(c3nc4ccccc4o3)CC2)C(=O)N1 (stereo not given)	-20%	-28%	-0.1	0.1	1%	-9	2	8%	10%
Cc1nn(CC(=O)NCc2ccc(C(=O)O)cc2)c(C)c1[N+](=O)[O-]	-18%	8%[57.1 µM]	-0.5	0.0	-19%	8	1	0%[57.1 µM]	6%
Cc1ccc(CNC(=O)c2ccc(Cl)c(S(N)(=O)=O)c2)n1C	-15%	-46%	-1.2	-0.3	-9%	-14	0	8%[57.1 µM]	-2%
NC(=O)CSc1ncnc2c1cnn2Cc1ccccc1	-14%	-14%	x	0.4	1%	x	3	-10%	4%
CCN(CC)S(=O)(=O)c1ccc2c(c1)c(=O)c(C(=O)NCc1ccccc1)cn2C	-24%	18%	0.1	-1.4	4%	x	9	0%	-9%
CCN(CC)C(=O)c1ccc(C(=O)Nc2ccc(F)cc2)cc1	-21%	7%[57.1 µM]	0.0	-0.3	1%	1	-1	-7%[57.1 µM]	12%
CCC(C)NC(=O)c1ccc(CS(=O)(=O)c2ccc(OC)cc2)o1 (stereo not given)	-13%	12%[57.1 µM]	1.4	-0.1	-9%	-3	-6	2%[57.1 µM]	12%
Cc1ccnc(NS(=O)(=O)c2ccc(NC(=O)Cc3cccs3)cc2)n1	-10%	9%[0.457 µM]	3.3	1.0	2%	-6	0	11%	2%
C/C(=N\NC(=O)COc1ccccc1[N+](=O)[O-])c1cccs1	2%	23%[57.1 µM]	1.3	0.0	-2%	17	0	1%[57.1 µM]	15%
Cc1cc(OCC(=O)Nc2ccccc2N2CCOCC2)c(C(C)C)cc1Cl	-23%	25%	0.3	0.1	11%	-3	1	3%	1%
Cc1cc(C)cc(NC(=O)c2cc(S(=O)(=O)NCc3ccco3)ccc2F)c1	-19%	u	x	-0.3	-3%	x	-1	4%	6%
NC(=O)C1CCN(c2csc3ccc(F)cc3c2=O)CC1	-35%	16%[57.1 µM]	0.5	0.6	2%	x	3	3%[57.1 µM]	-27%
COc1ccccc1NC(=O)CSc1nnc(Cn2c(=O)sc3ccccc32)n1C	-3%	14%[57.1 µM]	-0.2	-0.3	6%	-4	13	9%[57.1 µM]	0%
CC(=O)c1ccc(NS(=O)(=O)c2cnc(N)nc2)cc1	-16%	4%[57.1 µM]	0.2	0.8	-1%	x	9	-4%[57.1 µM]	5%
Cc1ccc(NC(=O)CSc2nn3c(=O)c(C)nnc3s2)cc1Cl	-4%	-20%	0.2	0.4	4%	-4	-4	-11%	0%

Three compounds already listed, ordered by formula weight, largest number first:
SMILES	USP1-UAF1 inh	rTrxR1 inhibitor	D2 agonist	TRHR agonist	Pin1 inh	D2 antag	TRHR enhancer	TrxR1 substrate	IDH1 R132H inh
CCN(CC)S(=O)(=O)c1ccc2c(c1)c(=O)c(C(=O)NCc1ccccc1)cn2C	-24%	18%	0.1	-1.4	4%	x	9	0%	-9%
CCC(C)NC(=O)c1ccc(CS(=O)(=O)c2ccc(OC)cc2)o1 (stereo not given)	-13%	12%[57.1 µM]	1.4	-0.1	-9%	-3	-6	2%[57.1 µM]	12%
C/C(=N\NC(=O)COc1ccccc1[N+](=O)[O-])c1cccs1	2%	23%[57.1 µM]	1.3	0.0	-2%	17	0	1%[57.1 µM]	15%

Next part:
SMILES	USP1-UAF1 inh	rTrxR1 inhibitor	D2 agonist	TRHR agonist	Pin1 inh	D2 antag	TRHR enhancer	TrxR1 substrate	IDH1 R132H inh
Cc1ccc(NC(=O)COC(=O)C2(CC(=O)NC(C)C)CCCC2)cc1C	-25%	10%	x	x	2%	x	x	0%	9%
Cc1nc2nc3c(c(=O)n2[nH]1)CCCC3	-15%	-17%	-1.5	1.1	-2%	8	-2	-10%	7%
CCOC(=O)C1CCN(Cc2cn(C)nc2-c2ccc(Oc3ccccc3)cc2)CC1	-25%	7%	18	0.2	0%	20	12	2%	3%
O=C(COC(=O)c1cc(-c2cccc(Br)c2)nc2ccccc12)NCC1CCCO1 (stereo not given)	-19%	1%[57.1 µM]	0.6	-0.4	10%	10	1	-6%[57.1 µM]	-5%
CCOc1ccc(NC(=O)CNC(=O)c2nn(-c3ccc(OC)cc3)c(=O)c3ccccc23)cc1	-11%	4%[57.1 µM]	-2.3	-1.7	13%	3	-12	19%	6%

Screening results from PubChem BioAssay.
